From PubChem BioAssay
HTT aggregate = reduces HttQ103-GFP aggregates in PC12 cells; 1.1% of 220,000 active; PC12 HttQ103-GFP aggregates, Acumen cytometry, 40 h; Potency, µM (doses to about 46.1 µM), inactives show top-dose activity change, negative = inhibition, actives largely listed as inhibitors; further: potency means the concentration at half of the fitted maximal effect; on the % scale 0 is the no-effect control and ±100 the full control effect; nearly all actives have a fitted effect of over 60% in size
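Read-out: GFP aggregate count by laser scanning cytometer (488 nm excitation, 500-530 nm emission, 1–25 µm objects >6 SD above background). Cells: PC12, inducible HTTex1-Q103-GFP, 100 nM tebufenozide; compounds titrated.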
IMPase Li inh = cell-permeable IMPase inhibitors with lithium potentiation | 0.35% of 210,000 active | Potency, µM (series often up to 59.4 µM), for inactives: at the top dose activity, negative = IMPase inhibition, actives largely listed as inhibitors | CHO-M1 cells, IP1 TR-FRET (IP-One), carbachol + lithium;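 further: IP1 builds up when IMPase is blocked and the TR-FRET signal falls; potency means the concentration at half of the fitted maximal effect; plate controls were basal vehicle for no effect and high inhibitor control for full effect; nearly all actives have a fitted effect of over 50% in size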
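Lithium-sensitised IP1 accumulation assay; M1-expressing CHO cells treated 30 min at 37C with compound. Competitive antibody detection by time-resolved FRET followed a 10 min room-temperature lysis step.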
LMNA splice mod = LMNA splicing modulation; HeLa LMNA splicing GFP/RFP minigene ratio, 48 h; Potency, µM (series often up to 46.1 µM), inactives show top-dose ratio change, negative = inhibition, hits mostly inhibitors; 0.01% of 200,000 active; active means well fitted inhibition curve with a large enough effect in the signal ratio, with a control signal flat, not every such curve was filed as active; inconclusive means small, poorly fitted or top-dose-only effect, or effect the other way, or a change in a side signal; the % refers to the signal ratio; further: potency means the concentration at half of the fitted maximal effect; on the % scale 0 is the no-effect control and ±100 the full control effect
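S3 HeLa cells stably expressing lamin A-EGFP splicing minigene plus DsRed2, 600 cells/well, 48 h compound exposure at 37C. Laser-scanning cytometry; analysed as GFP (500-530 nm)/RFP (575-640 nm) total intensity ratio; 0.5% DMSO vehicle.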
HTT ATP protect = Huntington cell model cytoprotection by ATP luminescence; Potency, µM (highest dose often 56.4 µM), for inactives: cytoprotection (ATP increase), usual class: activators; PC12 HTT-Q103 induced, cytoprotection, ATP luminescence, 40 h; 0.14% of 230,000 active;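 further: potency means the concentration at half of the fitted maximal effect; % of control where 0% means no effect; nearly all actives have a fitted effect of over 45% in size; toxic huntingtin expression switched on by the ecdysone agonist tebufenozide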
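Readout: ATPlite luminescence (ATP level). Model: stable PC12, inducible Htt exon1 Q103-GFP. Inducer: tebufenozide, 100 nM final. Compounds: dose series. No G418 in medium.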
CBFb-RUNX1 inh = CBF-beta/RUNX1 interaction disruption. Q01196+Q13951. AlphaScreen CBFb-His/RUNX1-biotin binding, biochemical. Potency, µM (titrated, usually from 59.8 µM), for the others: at the highest dose activity, negative = inhibition, hits mostly inhibitors. 230,000 tested, under 10 active. AID 1477; further: % of control where 0% means no effect
Target sequence (Q01196 whole entry, looked up): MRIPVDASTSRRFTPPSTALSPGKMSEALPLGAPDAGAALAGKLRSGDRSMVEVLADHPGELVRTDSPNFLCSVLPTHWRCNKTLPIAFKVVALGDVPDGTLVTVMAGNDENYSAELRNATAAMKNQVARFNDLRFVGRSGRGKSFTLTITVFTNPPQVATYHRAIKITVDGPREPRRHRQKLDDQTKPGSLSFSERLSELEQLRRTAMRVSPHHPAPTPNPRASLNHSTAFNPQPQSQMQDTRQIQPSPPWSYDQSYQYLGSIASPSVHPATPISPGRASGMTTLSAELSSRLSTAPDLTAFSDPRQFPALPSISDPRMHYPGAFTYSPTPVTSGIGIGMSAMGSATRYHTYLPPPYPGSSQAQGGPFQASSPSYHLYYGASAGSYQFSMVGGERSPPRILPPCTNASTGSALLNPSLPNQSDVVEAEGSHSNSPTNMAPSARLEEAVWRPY
Target sequence (Q13951 whole entry, looked up): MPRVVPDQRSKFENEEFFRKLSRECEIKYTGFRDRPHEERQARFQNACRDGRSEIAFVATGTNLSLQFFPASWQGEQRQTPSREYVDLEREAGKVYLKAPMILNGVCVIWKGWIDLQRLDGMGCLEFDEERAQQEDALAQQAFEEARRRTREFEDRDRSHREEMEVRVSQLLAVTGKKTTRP
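Interaction loss through any mechanism counts as activity. Pre-formed complex of His-CBF-beta and biotin-RUNX1 (30 nM apiece) is incubated with compound 15 min, then with 50 ng nickel and 50 ng streptavidin beads for 90 min before AlphaScreen detection.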
SMN2 splice up = increases expression of the SMN2 splice variant; HEK293 SMN2-luciferase splicing reporter, luminescence, 30-36 h; Potency, µM (series often up to 46.1 µM), inactives show at the top dose activity change, positive = activation, actives largely listed as activators; 2.8% of 210,000 active; AID 1458; further: potency means the concentration at half of the fitted maximal effect; % of control where 0% means no effect; nearly all actives have a fitted effect of over 55% in size
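HEK293 cells carry an SMN2 minigene-luciferase reporter in which exon 7 inclusion puts luciferase in frame. Cells were seeded at 2000 cells/well, attached for 10-12 hours, then exposed to compounds for 30-36 hours at 37C before ONE-Glo luminescence.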
KinaseGlo FLuc = counter-screen: inhibitors of Kinase-Glo firefly luciferase. Potency, µM (top dose mostly 38.3 µM), inactives show at the top dose activity change, negative = inhibition, actives largely listed as inhibitors. Q27757. 0.28% of 200,000 active. AID 1379. Kinase-Glo luciferase, ATP luminescence, 8 min; further: potency means the concentration at half of the fitted maximal effect; on the % scale 0 is the no-effect control and ±100 the full control effect; nearly all actives have a fitted effect of over 60% in size
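Kinase-Glo luciferase light output from ATP and luciferin was measured with 10 uM ATP, within the enzyme's linear range. Buffer: 50 mM imidazole pH 7.2, 50 mM KCl, 7 mM MgCl2, 0.01% Tween 20, 0.05% BSA; luminescence read after 8 min at ambient temperature.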
* hit, by the source's call; ? = inconclusive; nt = not tested or not shown; & = joins results of further samples; [ ] = remark or other dose. Unless noted, the call rests on the fitted dose curve; in most records, active means well fitted curve in the direction sought with a large enough effect; inconclusive means small, poorly fitted or top-dose-only effect, or another doubt; inactive means no such curve, though single readings can be large; an effect the other way counts as inactive or inconclusive.

Structure	HTT aggregate	CBFb-RUNX1 inh	KinaseGlo FLuc	IMPase Li inh	LMNA splice mod	HTT ATP protect	SMN2 splice up
O=C(CSc1ncn[nH]1)c1ccccc1	3%	8%	9%	11%[38.3 µM]	20%	-20%[10 µM]	2%
CC1(C)Cc2ccccc2-c2nc(-c3ccccc3)oc(=O)c21	3%	10%	16%	23%[38.3 µM]	?	10%[10 µM]	-14%
CC1CCCCN1C(=O)CCn1c(=S)oc2ccccc21 (stereo not given)	-12%[9.22 µM]	2%	nt	nt	nt	-3%[10 µM]	nt
Cc1sc2nc(COC(=O)CNC(=O)c3ccc(C(C)(C)C)cc3)[nH]c(=O)c2c1C	9%	3%	-3%	6%	-14%	21%[10 µM]	-16%[1.84 µM]
CC(=O)N(Cc1ccc(F)cc1)c1cccc(C)c1C	-3%[9.22 µM]	-5%	-1%	19%	nt	-30%	4%
COc1ccc(CNC(=O)C/C(C)=N/NC(=O)Cc2ccc(OC)c(OC)c2)cc1	-6%	3%	-2%	6%	-10%	19%[10 µM]	-7%[1.84 µM]
Cc1cccc(S(=O)(=O)Nc2cccc3c2C(=O)c2ccccc2-3)c1	-30%	9%	-1%	-27%[38.3 µM]	?	-31%[10 µM]	-68%[inhibitor]
COC(=O)CCC(=O)NC(=S)Nc1ccccc1F	10%	2%	1%	1%	-11%[46 µM]	-4%	-3%
COCc1cc(C)[nH]c(=O)c1C#N	-7%[9.22 µM]	7%	0%	3%[38.3 µM]	7%	13%	-4%
O=C(CSc1n[nH]c(=O)[nH]c1=O)c1ccc(Cl)cc1Cl	-4%[9.22 µM]	2%	nt	nt	nt	8%[10 µM]	nt
CCC(C)(C)NC(=O)Cc1ccc(F)cc1	15%	7%	-1%	1%	nt	-22%	3%
COc1ccccc1CNc1cc(C)ccc1C	-3%	3%	17%	33%[activator][38.3 µM]	6%	-11%	18%
O=C(N/N=C/c1ccncc1)c1cc2ccccc2o1	17%	7%	1%	1%	6%	19%[10 µM]	14%
Cc1ncn(-c2ccccc2O)c1C	nt	nt	-2%[7.66 µM]	-10%	nt	-2%[10 µM]	-7%[9.22 µM]
CCOC(=O)C(C)(C)Sc1nc2c(cnn2-c2ccc(Cl)cc2)c(=O)[nH]1	14%	2%	18%	1%[38.3 µM]	0%	-31%	-2%
CCCCOC(=O)C1CCCC(C(=O)OCCCC)N1 (stereo not given)	27%	10%	-2%	-15%[38.3 µM]	-4%	22%	8%
COCCn1c(C)cc(C(=O)COC(=O)c2c(C)nn(Cc3ccccc3)c2C)c1C	1%	-20%	nt	nt	?	33%	nt
COc1ccc(C)cc1NC(=O)c1cc2ccccc2o1	-1%	9%	-3%	8%[38.3 µM]	13%	-6%	17%
COc1cc(/C=N/Nc2ccccn2)ccc1OCC(C)C	-18%	-4%	1%	38%[activator]	nt	-106%[inhibitor]	?
CCC1CC(CSc2ncn[nH]2)OC1=O (stereo not given)	1%	6%	0%	-16%[38.3 µM]	4%	12%	-11%
Cc1n(CC(O)COC2CCCCC2)c2ccccc2[n+]1C (stereo not given)	9%	3%	1%	0%	-5%	2%[10 µM]	-7%
Cc1cc(C)cc(NC(=O)CSc2ccc(-c3ccco3)nn2)c1	-8%	5%	1%	13%	?	2%[10 µM]	-60%[inhibitor]
CCn1c(CSc2nnc(-c3ccoc3C)n2C)nc2cc(S(=O)(=O)N(C)C)ccc21	-3%	2%	-3%	11%[38.3 µM]	16%	3%[10 µM]	10%
Cc1cc(C(=O)NNC(=S)NC(=O)/C=C/c2ccccc2Cl)n[nH]1	-21%[1.84 µM]	nt	2%	9%[38.3 µM]	4%	-3%	2%
Cn1nc(C(C)(C)C)cc1C(=O)NNC(=O)c1cccc(Cl)c1	10%[9.22 µM]	3%	nt	nt	nt	22%[10 µM]	nt
O=C1C2=C(SCCS2)C(=O)N1c1ccccc1	4%[9.22 µM]	6%	-3%	-2%[38.3 µM]	-2%	-7%	-17%
CCn1c(-c2ccc(C)cc2)n[nH]c1=S	1%	5%	-3%	35%[38.3 µM]	4%	3%	-9%
CC1=CC(C)(C)N2C(=O)C3(C(C#N)=C(N)OC4=C3C(=O)CC(C)(C)C4)c3cc(C)cc1c32 (stereo not given)	0%[9.22 µM]	-2%	2%	-6%[38.3 µM]	-15%	-4%	-9%
COc1ccc(S(=O)(=O)CC(O)CN2CCCC2=O)cc1 (stereo not given)	1%	-5%	0%	3%[38.3 µM]	6%	-23%	6%
CC(C)C[C@H](NC(=O)c1nc[nH]c1C(=O)N1CCN(c2ccccc2)CC1)C(=O)OCc1ccccc1	10%[9.22 µM]	4%	nt	nt	nt	12%[10 µM]	nt
COC(=O)N[C@@H](CCc1ccccc1)/C(C(=O)OC)=C(\C)NCc1ccccc1	nt	1%	-1%	12%	nt	-5%	12%
CCC(=O)c1cc2c(C)cc(=O)oc2c(C)c1OC(=O)C(C)C	16%	-3%	-1%	1%	13%	-10%[10 µM]	17%
COC(=O)c1c(-c2ccc(C)cc2)csc1NC(=O)Cc1ccc(OC)c(OC)c1	?	-5%	-3%	31%[activator][38.3 µM]	?	-15%	-40%[inhibitor]
COc1ccc2c(=O)cc(C(=O)O)oc2c1	8%	5%	0%	-3%	nt	nt	10%
O=C1N=C(N2CCC(Cc3ccccc3)CC2)S/C1=C/c1cn[nH]c1-c1ccccc1	-5%	2%	-1%	9%[38.3 µM]	7%	-18%	-10%
O=C(N/N=C\c1ccc(CNS(=O)(=O)c2ccc(Cl)cc2)o1)C(=O)Nc1ccc(Oc2ccccc2)cc1	-10%	-27%	0%	7%	2%	11%[10 µM]	-21%[1.84 µM]
CCOc1ccc(Cn2nnc(C(=O)NCCc3ccccc3)c2N)cc1	-6%	0%	-2%	-13%[38.3 µM]	3%	-6%	10%
Cc1ccc(C)c(N2CCN(C(=O)CCCn3c(=S)[nH]c4cc5c(cc4c3=O)OCO5)CC2)c1	18%	-1%	-4%	14%[38.3 µM]	-2%	24%[1.9 µM]	-47%[inhibitor]
Cn1c(=O)c2[nH]c(N=Nc3ccc(N)cc3N)nc2n(C)c1=O	-4%[9.22 µM]	-27%	nt	nt	nt	-20%[10 µM]	nt
COc1ccccc1NS(=O)(=O)c1cccc(NC(=O)C2CC(=O)N(Cc3ccccc3)C2)c1 (stereo not given)	1%	?	4%	4%	-7%[46 µM]	27%[10 µM]	-6%
Cc1cc(C)n(/N=C/c2ccc(O)cc2)c(=O)c1C#N	-7%[9.22 µM]	7%	-4%	3%	1%[46 µM]	2%[10 µM]	nt
COc1ccc(-c2cc(=O)c3c(O)cc(O[C@@H]4OC(COC5OC(C)C(O)C(O)[C@@H]5O)C(O)C(O)C4O)cc3o2)cc1 (stereo not given in full)	nt	16%	-3%	-4%	nt	-14%	-13%
CCOC(=O)CNc1nc(Oc2ccc(=O)n(C)n2)nc(N(CC)CC)n1	24%	0%	-2%	13%	?	-23%	-5%&-2%
COc1ccc(C/C(N)=N/n2cnnc2)cc1Cl	8%	16%	-1%	25%[38.3 µM]	8%	19%[1.9 µM]	9%
O=C(C1CCCO1)N1CCC(O)(c2ccccc2)CC1 (stereo not given)	-1%	-2%	-3%	-21%[38.3 µM]	-3%	7%	2%
CC(C)(C)c1cc(NS(=O)(=O)c2ccc3c(c2)OCCO3)on1	-5%	2%	0%	2%	-8%	4%[10 µM]	-3%
Cc1ccc(NC(=O)Cn2nnc(-c3ccccc3-n3cnnn3)n2)c(C)c1	-16%	5%	-4%	8%	nt	-17%	-27%
Cc1nnc(SCC(=O)Nc2ncc3c(n2)CC(c2ccccc2)CC3=O)s1 (stereo not given)	28%	0%	-2%	8%[38.3 µM]	-8%	-2%	-1%
CCOC(=O)C1CCN(C(=S)Nc2cc(C)ccc2C)CC1	5%	-4%	2%	-4%	-6%	19%[10 µM]	3%
CCc1sc(-c2ccccc2)nc1C(=O)OC	7%[9.22 µM]	1%	nt	nt	nt	7%[10 µM]	nt
CCOC(=O)c1cc(NC(=O)Nc2ccccc2Cl)c(C)nc1C	0%[9.22 µM]	-1%	-5%	10%	28%[46 µM]	5%	0%
O=C1N=c2ccccc2=C1c1c(O)n(-c2cccc(F)c2)[nH]c1=O	7%	-18%	0%	2%	11%	nt	-5%
O=C(COc1ccccc1/C=C\c1nc(O)c([N+](=O)[O-])c(=O)[nH]1)Nc1ccccc1	9%	-4%	5%	1%	nt	-20%[10 µM]	?
O=C1CCCN1CCCNS(=O)(=O)c1cccc(F)c1	-2%	9%	2%	-4%	-5%[46 µM]	-26%	17%
Oc1ccccc1C=NC1=NN(c2cccc(C(F)(F)F)c2)CC1	-30%	-23%	0%	18%	?	-5%[10 µM]	0%
O=C(NCCCN1CCOCC1)c1cc2ccccc2o1	5%	1%	-3%	22%[38.3 µM]	-1%	-2%	25%
Cc1ccc(C)c(NC(=O)COC(=O)CNC(=O)c2ccccc2Cl)c1	5%	6%	2%	-2%	-11%[46 µM]	15%	5%
CCOC(=O)Cc1nn(C(C)C)c(=O)c2ccccc12	-5%[9.22 µM]	14%	-5%	5%	-2%[46 µM]	-11%[10 µM]	nt
COc1ccc(NC(=S)NC(NC(=O)c2cccc3ccccc23)C(Cl)(Cl)Cl)c([N+](=O)[O-])c1 (stereo not given)	?	-29%	-3%	20%[38.3 µM]	?	13%[10 µM]	10%
O=S(=O)(CCN1CCN(C(c2ccccc2)c2ccccc2)CC1)C(F)(F)F	?	2%	-5%	28%[38.3 µM]	?	?	-2%
CC(C1CC1)N(C(=O)c1ccccc1[N+](=O)[O-])c1ccccc1 (stereo not given)	16%	-5%	3%	6%	13%[46 µM]	16%[10 µM]	-6%
O=C(/C=C/c1ccco1)Nc1cccc(-c2nc3ccccc3[nH]2)c1	3%	-11%	nt	nt	?	-12%	nt
CC(NC(=O)CCCOc1ccc(Cl)cc1)c1ccccc1 (stereo not given)	-2%	3%	1%	8%	-7%	12%[0.074 µM]	15%

Rows are unselected, and some 4% of all compounds hit somewhere here.
